# DDE Tn7 FP inh – disrupts Tn7 cyclic peptide binding to fibrin D-Dimer-E complex. FP displacement of FITC-Tn7 peptide from fibrin DD(E); 0% = median of compound wells per plate. inhibition, % at 8.3 µM. hit rate 0.13% among 370,000. AID 720508;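 active means inhibition above the mean of compounds falling within the control limits plus 3 SD of them, cut at about 14% in these data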;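 further: 0% = plate median of compound wells and 100% = 10 µM Aha-Tn7 peptide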
#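 system = human fibrin DD(E) protein | quantity = DD(E) 2 µM final | medium = Tris/NaCl/CaCl2 buffer, pH 7.8 | also added = labelled Tn7 tracer, 0.1 µM | compound dosing = single point at 8.3 µM | timing = compound with protein 10 min, then 3 h after probe, room temperature | signal = FP measurement | benchmarks = Aha-Tn7 high control | repeats = one replicate per compound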
# PLC-beta3 inh – PLC-beta3 (human) inhibition, primary screen. Q01970. Purified PLC-beta3, fluorogenic substrate, fluorescence. inhibition, % at 12.2 µM. hit rate 0.18% among 370,000. AID 720704; in the data active means inhibition above about 11%;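 further: 0% = median of compound wells on plate and 100% = full blocker control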
# sPLA2-III inh – Blocks human group III sPLA2 activity | Q9NZ20 | QFRET BODIPY PC-A2 liposome hydrolysis, fluorescence | inhibition, % at 12.2 µM | hit rate 0.56% among 370,000 | AID 743126;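 active means inhibition above mean plus 3 SD of compounds lying within the high and low control bounds, cut at about 19% in these data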;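 further: 0% = median of test compound wells and 100% = no enzyme DMSO wells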
# UHRF1 MBD2 ctr – human UHRF1 methylated DNA binding inhibitors; UHRF1 binding to methylated oligo, TR-FRET; inhibition, % at 4.4 µM; hit rate 0.75% among 370,000; AID 687016; in the data active means inhibition above about 21%;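 further: UHRF1 SRA domain binding a hemimethylated CpG hairpin DNA probe; 0% = median of test compound wells and 100% = reference inhibitor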
# NR1D1 modulator – modulators of human Rev-erb alpha DNA binding. Rev-erbα–FITC-DNA binding, fluorescence polarization, 90 min. activity, % at 10 µM. hit rate 0.79% among 370,000;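 active means activity above about 14%, limit read from the data; passing the limit was not always enough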;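 further: 0% = DMSO wells with 35 nM protein and 100% = DMSO wells with 750 nM protein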
# Target sequence (P20393 whole entry, looked up): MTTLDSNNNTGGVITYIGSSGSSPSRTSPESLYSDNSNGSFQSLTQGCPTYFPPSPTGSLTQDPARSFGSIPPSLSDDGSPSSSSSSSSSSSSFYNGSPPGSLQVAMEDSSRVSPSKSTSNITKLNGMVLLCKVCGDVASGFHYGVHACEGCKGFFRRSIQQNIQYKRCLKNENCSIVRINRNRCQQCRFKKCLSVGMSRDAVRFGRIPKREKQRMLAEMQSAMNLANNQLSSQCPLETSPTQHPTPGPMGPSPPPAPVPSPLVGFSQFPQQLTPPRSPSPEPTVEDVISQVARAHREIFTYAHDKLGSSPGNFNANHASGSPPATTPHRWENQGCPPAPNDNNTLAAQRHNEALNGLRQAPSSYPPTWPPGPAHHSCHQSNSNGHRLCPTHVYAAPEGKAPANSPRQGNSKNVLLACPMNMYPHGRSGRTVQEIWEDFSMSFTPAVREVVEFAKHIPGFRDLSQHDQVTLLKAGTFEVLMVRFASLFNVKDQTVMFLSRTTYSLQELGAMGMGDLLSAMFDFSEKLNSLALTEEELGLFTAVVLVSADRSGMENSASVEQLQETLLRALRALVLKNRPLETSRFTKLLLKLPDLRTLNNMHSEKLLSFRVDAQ
# DDE Tn6 FP inh – disrupts Tn6 cyclic peptide binding to fibrin D-Dimer-E complex; P02675; Fibrin DD(E) TRITC-Tn6 fluorescence polarization displacement; inhibition, % at 8.3 µM; hit rate 0.21% among 370,000; AID 720509;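 active means inhibition above a per-campaign cutoff: mean of compounds within control limits plus 3 SD, cut at about 15% in these data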;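 further: 0% = median of all compound wells on the plate and 100% = blocking peptide control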
# proKLK7 act – proKLK7 (human) activation, primary screen; hit rate 0.9% among 370,000; P49862; AID 652039; purified proKLK7, EDANS-DABCYL substrate fluorescence; 100% is mature enzyme control, 0% vehicle; activation, % at 7 µM;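 active means activation above the mean of all tested compounds plus 3 SD, computed per campaign excluding outliers beyond control limits, cut at about 13% in these data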
# Target sequence (P49862 whole entry, looked up): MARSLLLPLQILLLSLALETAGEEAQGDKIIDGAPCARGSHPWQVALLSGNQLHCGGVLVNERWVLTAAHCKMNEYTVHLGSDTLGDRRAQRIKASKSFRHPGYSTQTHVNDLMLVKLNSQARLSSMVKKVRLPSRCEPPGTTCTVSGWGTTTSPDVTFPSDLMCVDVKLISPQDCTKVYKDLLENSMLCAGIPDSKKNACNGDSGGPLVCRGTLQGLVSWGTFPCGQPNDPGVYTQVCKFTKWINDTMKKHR
# PLC-gamma1 inh – inhibitors of human phospholipase C gamma1; P19174; purified PLC-gamma1, fluorogenic substrate, fluorescence; inhibition, % at 12.2 µM; hit rate 0.84% among 370,000; AID 720700; in the data active means inhibition above about 9.5%
# ARFGAP1 inh – inhibitors of rat ARFGAP1 | Arfgap1-stimulated ARF1 GTP hydrolysis, GDP FP detection | inhibition, % at 16.5 µM | hit rate 0.26% among 360,000 | AID 651572;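 active means inhibition above a per-plate limit, mean inhibition of low control wells plus 3 SD, cut at about 25% in these data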;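 further: 0% = DMSO wells with enzyme and 100% = wells lacking Arfgap1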
#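 material = rat Arfgap1 catalytic domain, aa 1-136 | also added = human ARF1(Δ1-17)-GTP substrate | compound dosing = one concentration, 16.5 µM, DMSO 1.26% | times = GTP hydrolysis reaction 2 h at 25 °C | measured by = FP, GDP Alexa 633 tracer displaced from anti-GDP antibody, 620/688 nm | evaluation = percent inhibition of Arfgap1-stimulated GTP hydrolysis | replication = single well per compound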
# ASAP1 inh – inhibitors of human ASAP1 ArfGAP activity. Q9ULH1. ASAP1-stimulated ARF1 GTP hydrolysis, GDP FP detection. inhibition, % at 16.5 µM. hit rate 0.19% among 360,000. AID 624377; in the data active means inhibition above about 25%;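 further: 0% = vehicle with enzyme and substrate and 100% = no enzyme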
# Starred values were filed as active, the others as inactive; . = not tested or not shown.
SMILES,DDE Tn7 FP inh,PLC-beta3 inh,sPLA2-III inh,UHRF1 MBD2 ctr,NR1D1 modulator,DDE Tn6 FP inh,proKLK7 act,PLC-gamma1 inh,ARFGAP1 inh,ASAP1 inh
O=C(NC1CCCC1)c1ccc(CS(=O)(=O)Cc2ccccc2Cl)o1,7,2,3,3,-2,-2,0.8,7,-10,3
CC1CCCC(C)N1C(=O)c1cc(-c2ccco2)on1 (configuration not stated),0,-2,2,0,-1,3,0.2,0,13,-7
Cc1c(C)c2cc(Cl)c(OCC(=O)N3CCN(c4ccc(F)cc4)CC3)cc2oc1=O,0,-5,-4,-2,2,0,0.2,0,-4,-12
COC(=O)CSc1nnc(CNC(=O)c2ccc(OC)c(OC)c2)n1C,7,-5,1,0,3,-4,0.0,-2,-10,14
O=C(c1cc(COc2ccc3ncccc3c2)on1)N1CCC[C@H]1CO,-5,-5,-4,-1,-2,-5,0.1,0,1,-10
Cc1cc(C(=O)N2CCc3ccccc3C2)n[nH]1,5,-7,4,-2,-1,-9,0.0,-6,-7,-2
Cc1nnc(SCC(=O)N2CCN(S(=O)(=O)c3ccccc3)CC2)[nH]c1=O,-5,1,-1,1,4,5,-0.1,2,-5,-10
O=C(CS(=O)(=O)Nc1ccc(F)cc1Cl)Nc1ccc(F)cc1Cl,10,-2,-15,4,-1,4,-0.3,7,1,-7
CC(C)c1csc(CN2CCCC(CNC(=O)c3cccc4ccccc34)C2)n1 (configuration not stated),1,-11,3,1,-2,9,0.5,-1,15,-9
CCCCNC(=O)CN1C(=O)CSc2ccc(S(=O)(=O)N3CCOCC3)cc21,-5,2,-1,0,5,3,-0.1,0,-2,-13
O=C1C=C(c2ccc(F)nc2)C[C@@H](c2ccc3c(c2)OCO3)C1,-7,1,2,-1,-2,-2,0.7,4,6,14
CC(=O)C[C@H](O)CC(=O)[C@@H]1OC(=O)[C@H](C)C/C=C\Cc2ccccc21,-8,-4,-4,4,-3,-4,-0.4,-6,10,10
O=C(O)c1ccccc1-c1ccccc1C(=O)NCc1ccccc1F,3,-4,-2,3,-2,-5,0.1,1,11,-2
O=C(Nc1ccc2nc3n(c(=O)c2c1)CCCCC3)c1c(F)ccc([N+](=O)[O-])c1F,-5,2,-4,-2,-7,-4,0.2,3,3,-5
O=C(COc1ccccc1Br)N1CCN(c2ccccc2)CC1,11,0,-1,10,0,11,0.5,-2,-5,-11
CCOc1ccc(N2CC(C(=O)Nc3ccc(S(=O)(=O)Nc4ncccn4)cc3)CC2=O)cc1 (configuration not stated),4,5,-1,-1,2,5,0.2,3,13,-9
O=C(NC(=S)Nc1ccc(NC(=O)c2ccco2)cc1)c1ccccc1,-2,1,6,1,-6,5,0.1,0,-7,5
O=C(/C=C1\OCc2ccccc21)OCc1ccccc1,1,0,4,-1,-3,3,0.1,-1,-9,-3
COc1cccc(C2NC(=O)NC(C)=C2C(=O)Nc2cc(OC)ccc2OC)c1 (configuration not stated),-4,2,-7,0,0,-5,0.0,1,15,-3
COC(=O)Nc1ccc(S(=O)(=O)N2CCCC(C(=O)N3CCOCC3)C2)cc1 (configuration not stated),-10,8,-1,1,-6,0,-0.1,3,12,4
CCc1ccc(CN2CCC(n3nccc3NC(=O)c3ccccc3C)CC2)cc1,-1,-5,-15,-1,2,4,-0.4,-3,4,13
CCOc1ccc(OCC(=O)Nc2ccc(S(=O)(=O)Nc3cc(C)nc(C)n3)cc2)cc1,4,-1,-18,0,-1,-5,0.8,2,-2,3
Cc1csc(SCC(=O)Nc2nncs2)n1,-1,-4,-2,-1,5,-1,0.3,1,3,-8
Cn1c(=O)c2cc(NC(=O)NCCc3cccs3)ccc2n1Cc1cccc(C(F)(F)F)c1,-3,-469,-3,1,7,-2,-1.5,-352,-2,5
O=S(=O)(Nc1ccc(Cl)cn1)c1ccc(Cl)cc1,-2,-7,-9,5,-6,-5,0.0,-3,3,11
COc1ccc(NC(=O)Nc2cc(C)ccc2OC(F)F)c(OC)c1,1,2,3,1,-5,-2,-0.2,-1,4,1
Cc1ccc(-n2cc(CN3CCC(O)(c4ccccn4)CC3)c(-c3ccc(F)cc3)n2)cc1,-4,0,3,4,-1,-7,0.6,9.8*,17,4
CCOc1ccc(Cn2nnc(C(=O)NCc3ccccc3)c2N)cc1,-1,4,-4,2,-6,-4,-0.2,0,6,-1
CC1CCN(C(=O)CSc2nc3c(c(=O)n2C)SCC3)CC1,-1,-6,0,-1,-4,-3,0.3,-1,10,6
OCC[C@H]1C[C@@H](O)[C@H](O)[C@@]2(CCc3ccccc3O2)O1,4,1,3,3,-6,1,0.4,-1,-5,-2
COc1ccc(COC(=O)N/N=C(\C)CC(=O)Nc2c(C)cc(C)cc2C)cc1,0,0,-5,3,-5,7,0.1,-1,-7,-13
COc1cccc2[nH]c3c(N4CCN(Cc5ccc6c(c5)OCO6)CC4)ncnc3c12,-6,-194,1,-1,3,-3,-3.4,-142,-3,-10
Cc1nn(-c2ccccc2)c(Cl)c1/C=C1\C(=O)N(C)C(=S)N1C,1,0,5,-1,2,-2,-0.3,2,-17,3
Cc1[nH]c(C)c(S(=O)(=O)Nc2ccc(OC(F)(F)F)cc2)c1C(=O)N1CCCCC1,2,-3,0,-2,0,0,0.1,-1,6,-9
COCCCC1CCN(C(=O)c2cc(COc3ccc(C)nc3)on2)CC1,-1,-4,-4,-1,-1,-7,0.0,3,3,-2
COC1=CC(=O)[C@@]2([C@@H]1O)[C@@H](Cl)C[C@]13C(OC)=C(OC)C(=O)C[C@]21CCN3C,1,3,2,-1,-10,4,-0.6,-2,-6,-3
O=C(c1ccccc1)N1CCC(=O)N1c1ccccc1,1,-1,-1,37*,4,-6,-0.7,-2,6,3
C=CCn1c(SCC(=O)N(CC)C2CCS(=O)(=O)C2)nc2scc(-c3ccccc3)c2c1=O (configuration not stated),4,-5,-8,0,-1,-1,0.4,-2,6,2
O=C(COc1ccccc1F)Nc1c2c(nn1-c1ccccc1)CS(=O)(=O)C2,-4,-8,4,1,-5,-7,-0.1,0,13,3
CN1c2ccccc2C(O)=C(C(=S)Nc2ccc(F)c(Cl)c2)S1(=O)=O,-7,-340,-9,-5,-4,-4,0.2,-296,-6,-7
CCNC(=O)c1ccccc1SCc1ccccc1,5,1,3,9,-2,8,1.2,0,-2,-5
COc1ccc(CC(=O)Nc2ccc(S(=O)(=O)N(C)C3CCN(C)CC3)cc2)cc1,-3,-9,-3,0,-4,5,0.9,-2,1,6
O=C(N/N=C(\CC(=O)c1cccs1)C(F)(F)F)c1cccnc1,-8,-3,-16,-3,-5,3,-0.1,-2,-9,-3
COC(=O)c1c(NC(=O)c2ccc(N(C)S(=O)(=O)c3ccc(C)cc3)cc2)sc2c1CCCC2,-4,-116,11,2,34*,-10,-4.8,-86,10,6
COc1ccccc1NC(=O)COn1nnc2ccc(S(=O)(=O)N3CCOCC3)cc21,-5,-6,1,-2,5,1,1.0,-3,5,-7
COC(=O)c1cn(-c2ccc3c(c2)[C@]2(CC(=O)N(C)C2c2ccccc2)C(=O)N3CC(C)C)nn1 (some centres not stated),1,1,-1,0,-1,-2,0.6,-2,.,.
CCc1nnc(NS(=O)(=O)c2ccc(NCc3cc(Cl)ccc3O)cc2)s1,4,-11,-68,1,2,-5,-0.6,1,-4,9
CCN1CCCC(NC(=O)c2cc([N+](=O)[O-])ccc2OC)C1 (configuration not stated),2,3,-4,1,-2,-1,0.6,2,-4,-7
O=C(CCCN1C(=O)/C(=C/c2cccs2)SC1=S)Nc1ccc(C(=O)O)cc1,-7,-6,4,7,2,-6,0.6,-1,10,4

# Reformatted with tabs: entries from further up
mol	DDE Tn7 FP inh	PLC-beta3 inh	sPLA2-III inh	UHRF1 MBD2 ctr	NR1D1 modulator	DDE Tn6 FP inh	proKLK7 act	PLC-gamma1 inh	ARFGAP1 inh	ASAP1 inh
O=C(COc1ccccc1F)Nc1c2c(nn1-c1ccccc1)CS(=O)(=O)C2	-4	-8	4	1	-5	-7	-0.1	0	13	3
CN1c2ccccc2C(O)=C(C(=S)Nc2ccc(F)c(Cl)c2)S1(=O)=O	-7	-340	-9	-5	-4	-4	0.2	-296	-6	-7
CCNC(=O)c1ccccc1SCc1ccccc1	5	1	3	9	-2	8	1.2	0	-2	-5
COc1ccc(CC(=O)Nc2ccc(S(=O)(=O)N(C)C3CCN(C)CC3)cc2)cc1	-3	-9	-3	0	-4	5	0.9	-2	1	6

# Reprinted at random: 4 entries already listed.
SMILES,DDE Tn7 FP inh,PLC-beta3 inh,sPLA2-III inh,UHRF1 MBD2 ctr,NR1D1 modulator,DDE Tn6 FP inh,proKLK7 act,PLC-gamma1 inh,ARFGAP1 inh,ASAP1 inh
O=C(N/N=C(\CC(=O)c1cccs1)C(F)(F)F)c1cccnc1,-8,-3,-16,-3,-5,3,-0.1,-2,-9,-3
CCc1nnc(NS(=O)(=O)c2ccc(NCc3cc(Cl)ccc3O)cc2)s1,4,-11,-68,1,2,-5,-0.6,1,-4,9
O=C(c1ccccc1)N1CCC(=O)N1c1ccccc1,1,-1,-1,37*,4,-6,-0.7,-2,6,3
CCN1CCCC(NC(=O)c2cc([N+](=O)[O-])ccc2OC)C1 (configuration not stated),2,3,-4,1,-2,-1,0.6,2,-4,-7

# Rows are unselected (roughly 4.5% active in at least one column).
